High-throughput results as filed in PubChem.
INS promoter inh – inhibitors of insulin promoter-driven GFP, primary screen, imaging, TRM-6 cells (human fetal islet line), eGFP reporter, cell count | reporter expression induced with tamoxifen | inhibition, % at 2 µM | 130,000 tested, 0.9% active;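 active means inhibition above the mean plus 3 SD, with well images judged a real hit on visual review, cut at about 60% in these data, passing the limit was not always enough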
sdo1 growth – growth rescue of sdo1-depleted yeast, primary screen, S. cerevisiae, bone marrow failure model. S. cerevisiae sdo1-depleted JHY4D growth rescue, OD600 30 h; active compounds read high; pdr5 snq2 efflux-pump mutant strain. z-score at 10 µM. 140,000 tested, 0.21% active;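 active means z-score above 3 at both the 24 hr and the 30 hr optical density reads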;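 further: z-score against mean and SD of all compound wells on the same plate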
sdo1 growth Rescue 24 h – recorded beside sdo1 growth, whose call it bears; z-score; S. cerevisiae sdo1-depleted JHY4D growth rescue, OD600; measured here: growth rescue at 24 h;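 0 is the plate mean of compound wells and units are plate SD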
* marks the source's active call; other numbers are inactive results; i = inactive; / = not tested or not shown.

SMILES | INS promoter inh | sdo1 growth | sdo1 growth Rescue 24 h
O=C1NCN(c2ccccc2)C12CCN(CCCC(c1ccc(F)cc1)c1ccc(F)cc1)CC2 | -7 | / | /
CCOc1ccc(C2CC(c3ccc(F)cc3)Nc3nc(N)nn32)cc1 (stereo not given) | / | 0.35 | -0.1
C=CCN1C(=O)/C(=C2/Sc3ccccc3N2CCCS(=O)(=O)O)SC1=S | -43 | 1.5 | 1.6
O=C(NCc1ccco1)c1cccc(NS(=O)(=O)c2cccc(F)c2)c1 | 4 | -0.8 | -1.5
NC(=O)CSc1nnc(Cc2csc(Nc3ccccc3)n2)n1Cc1ccccc1 | 15 | -0.21 | -0.08
N#Cc1cc2c(nc1SCc1cccnc1)CCCC2 | -15 | -1.2 | -0.76
O=C(/C=C/c1ccccc1)c1ccccn1 | 39 | -1 | -1.4
COc1cc(C(=O)NCc2ccco2)c(Br)c(OC)c1OC | 40 | 0.4 | -0.26
CCNc1nc(NCC)nc(Oc2ccc(N)cc2)n1 | 7 | 0.71 | 0.23
CCC1Sc2ccccc2N(CC(=O)NCCC(C)C)C1=O (stereo not given) | 12 | -0.05 | 0.35
O=C(O)c1cc(NCc2cccs2)ccc1N1CCOCC1 | / | 0.18 | 0.25
CCn1c(=O)cc(SCC(=O)NCCN2CCN(Cc3ccccc3)CC2)c2ccccc21 | -86 | 2.3 | 2.9
CC(=O)N1CCN(S(=O)(=O)c2cccc(C(=O)NC3CCC(C)CC3)c2)CC1 (stereo not given) | -75 | / | /
COc1ccc(Cc2nc(-c3ccc(Br)o3)no2)cc1OC | / | 0.67 | 0.27
COc1cc(/C=N/NC(=O)c2cc(-c3cccn3C)n[nH]2)cc(OC)c1OC | / | 0.32 | 0.29
Cc1ccc(N(C(=O)CCC(=O)Nc2cc(C)on2)C(C(=O)NC2CCCC2)c2ccncc2)cc1 (stereo not given) | -44 | 0.97 | 0.94
COC(=O)c1cc2oc(C)cc2n1CC(=O)N(C)c1ccccc1 | -72 | -0.27 | -0.57
COc1ccc(C2=C(C#N)C(=O)OC2)cc1 | 22 | 2.1 | 1.8
COc1ccc(-n2c(SCC(N)=O)nnc2-c2cccnc2)cc1 | 3 | 2.3 | 2.6
CCCCC(NC(=O)c1cccc(Br)c1)C(=O)O (stereo not given) | -12 | / | /
CCn1cc(/C=N\NC(=O)Cc2ccc(Cl)cc2)cn1 | 42 | 0.37 | -0.33
Cc1cccc(C)c1NC(=O)c1ccc(-n2cncn2)nc1 | -36 | 0.16 | -0.42
COc1ccc(C2CC(C(F)(F)F)n3ncc(C(=O)Nc4c(C)n(C)n(-c5ccccc5)c4=O)c3N2)cc1 (stereo not given) | -5 | 1 | 1.2
Cc1cccc(NC(=O)CSc2nnc(CNC(=O)c3cccs3)o2)c1C | 27 | / | /
Cc1cccc(-n2cnc(C(=O)NNC(=S)Nc3ccc(Cl)cc3)c2)n1 | 7 | / | /

The list goes on (4 carried over from the part before).
SMILES | INS promoter inh | sdo1 growth | sdo1 growth Rescue 24 h
Cc1cccc(C)c1NC(=O)c1ccc(-n2cncn2)nc1 | -36 | 0.16 | -0.42
COc1ccc(C2CC(C(F)(F)F)n3ncc(C(=O)Nc4c(C)n(C)n(-c5ccccc5)c4=O)c3N2)cc1 (stereo not given) | -5 | 1 | 1.2
Cc1cccc(NC(=O)CSc2nnc(CNC(=O)c3cccs3)o2)c1C | 27 | / | /
Cc1cccc(-n2cnc(C(=O)NNC(=S)Nc3ccc(Cl)cc3)c2)n1 | 7 | / | /
COc1ccc(Nc2nc3c(C)cccc3cc2C#N)c(OC)c1 | 8 | 0.12 | 1.6
O=C(COc1ccccc1)Nc1ncc2c(n1)CCCC2=O | -36 | 0.48 | 0.04
Nc1c(N(CCO)C(=O)/C=C/c2ccco2)c(=O)[nH]c(=O)n1Cc1ccccc1 | -93 | / | /
Cc1noc(C)c1COc1cccc(C(=O)Nc2ccc3c(c2)OCO3)c1 | -25 | / | /
COC(=O)c1cnn(-c2nc(OC)cc(OC)n2)c1C | 18 | 1.6 | 0.94
CC1CN(C2CCN(C(=O)c3ccccc3)CC2)CC(C)O1 (stereo not given) | 16 | -0.35 | -0.76
CCOc1ccc(Cc2nnc(SCC(=O)c3ccc(OC)cc3)o2)cc1 | 64 | -0.49 | -1.3
Cn1c(=O)c2cc(NCc3ccccc3)nnc2n(C)c1=O | / | -0.59 | -0.52
Cc1c(C(N)=O)sc2ncn(CC(=O)N3CCC(C)CC3)c(=O)c12 | 1 | 0.9 | 0.19
Cc1ccc(C(=O)N(Cc2cccnc2)Cc2cc3cc(C)ccc3n3nnnc23)cc1 | -92 | / | /
Cc1ccc(N(C)S(=O)(=O)c2cccc(C(=O)Nc3nc4ccccc4[nH]3)c2)cc1 | 12 | -1 | -1.3
O=C(CCCc1c[nH]c2ccccc12)N1CCN(S(=O)(=O)c2cccs2)CC1 | -19 | -0.63 | -0.48
O=[N+]([O-])c1cc(/C=N/O)ccc1Oc1ccccc1Cl | 27 | / | /
Cc1c(Br)c([N+](=O)[O-])nn1CC(=O)N1CCc2ccccc2C1 | 10 | 0.44 | -0.44
Cc1cc(C)nc(/N=C(/NC(=O)Nc2cccc(Cl)c2)Nc2ccccc2)n1 | -7 | -0.96 | -0.98
Cc1ccc(S(=O)(=O)N2CCN(C(=O)CN3C(=O)NC4(CCOc5ccccc54)C3=O)CC2)cc1 (stereo not given) | -63 | 1 | 0.82
COc1ccc(N=CC2=C(O)c3ccccc3C2=O)cc1 | 19 | -1.3 | -0.18
Cc1cccc(NCC(=O)N/N=C/c2cccc(Br)c2)c1 | 3 | / | /
CSc1ccccc1NC(=O)N1CCC(CO)(CC2CCCCO2)CC1 (stereo not given) | -36 | / | /
C=CCN(c1ccc(C(=O)NC(C)C)cc1)S(C)(=O)=O | i | 0.62 | 0.88
Cc1cccc(NC(=O)C2CC(=O)N(c3ccccc3)C2)c1C (stereo not given) | 24 | -0.13 | -0.27
CSc1nc(C)cc(OCNC(=O)c2cccs2)n1 | -29 | 0.39 | 0.26
Cc1cc(C)c2c(CN3CCN(Cc4ccc5c(c4)OCO5)CC3)cc(=O)oc2c1C | 64 | -1.5 | -0.55
Cc1cc(C)n(-c2nc(Nc3ccccc3C)nc(-n3nc(C)cc3C)n2)n1 | -6 | -1.5 | -0.59
COC(=O)Nc1ccc(Cc2ccncc2)cc1 | -88 | / | /

(listing goes on)
SMILES | INS promoter inh | sdo1 growth | sdo1 growth Rescue 24 h
OC1(c2ccccc2F)CCN(Cc2nnnn2CCc2ccccc2)CC1 | 29 | 0.63 | 0.27
O=C1CC(N(Cc2ccc3c(c2)OCO3)C(=O)Nc2ccc(F)cc2)C(=O)N1c1ccccc1 (stereo not given) | -200 | 0.4 | -0.36
COC(=O)c1cccc(NC(=O)c2cnoc2C)c1 | -135 | -0.15 | -0.73
N#Cc1cnc(Sc2ccccc2)nc1 | -18 | / | /
COc1ccccc1Nc1nnc(SCC(=O)Nc2cc(C)on2)s1 | -31 | -1.2 | 0.13
Nc1nnc(CCc2ccccc2)s1 | / | -0.14 | -1.3
O=[N+]([O-])c1ccc2c(c1)ncn2-c1ccccc1 | / | 1.6 | 1.6
CC(=O)c1ccc(-n2nnnc2SCC(=O)N2CCN(C(=O)c3ccco3)CC2)cc1 | / | 0.68 | 0.51
O=C(O)CSc1nnc(-c2ccc3c(c2)OCO3)n1-c1ccccc1 | 15 | / | /
CCOC(=O)NC(=O)/C(C#N)=C\c1ccccc1 | 45 | / | /
O=C(CN1CCN(c2ccc([N+](=O)[O-])cc2)CC1)Nc1ccccn1 | 38 | -0.22 | -1.2
COC(=O)c1nnn(CC(=O)NC(=O)Nc2ccccc2)c1C(=O)OC | -52 | 1.2 | 0.41
CCN(CC)c1nc(-c2cccc(OC)c2O)nc2ccccc12 | / | -1.7 | 0.29
O=Cc1ccccc1OCCOc1ccccc1C=O | 0 | -1.3 | -1.9
CC(C)Cn1cc(C(=O)N2CCOCC2)c2c3ccccc3n(C)c2c1=O | / | -0.04 | -1.4
COc1ccc(Cc2nnc(SCC(=O)NCc3ccco3)o2)cc1 | -3 | -0.14 | -0.82
O=C(CCc1ccccc1)Nc1nnc(-c2ccccn2)o1 | / | 0.47 | 0.01
C=CCn1c(SCC(=O)OCC)nc2cc(C(=O)NCc3ccco3)ccc2c1=O | -44 | 0.06 | 0.21
Cc1cccc(NC(=O)CSc2nc(C)c(Cc3ccccc3)c(=O)[nH]2)c1 | -17 | / | /
CCOC(=O)c1oc2ccc(Br)cc2c1CSc1nnc(C)s1 | / | -0.43 | -1.2
COc1cc(Cl)c(S(=O)(=O)n2cnc(C)c2)cc1Cl | 7 | 0.63 | 0.49
COCc1[nH]nc2c1C(C1C=CCCC1)C(C#N)=C(N)O2 (stereo not given) | -30 | -0.03 | -0.67
CCCC(=O)N1CCN(S(=O)(=O)c2cc(Cl)ccc2OC)CC1 | 6 | -0.24 | -0.67
CCOc1cc(C(=S)N2CCOCC2)ccc1OS(=O)(=O)c1ccccc1[N+](=O)[O-] | -69 | 0.7 | 0.79
CCc1ccc2nc(Nc3nc(COC)cc(=O)[nH]3)nc(C)c2c1 | 0 | -1.4 | -2

An excerpt from above in order of molar mass, lowest first:
SMILES | INS promoter inh | sdo1 growth | sdo1 growth Rescue 24 h
COC(=O)c1nnn(CC(=O)NC(=O)Nc2ccccc2)c1C(=O)OC | -52 | 1.2 | 0.41
Cc1cccc(NC(=O)CSc2nc(C)c(Cc3ccccc3)c(=O)[nH]2)c1 | -17 | / | /
OC1(c2ccccc2F)CCN(Cc2nnnn2CCc2ccccc2)CC1 | 29 | 0.63 | 0.27

The list continues.
SMILES | INS promoter inh | sdo1 growth | sdo1 growth Rescue 24 h
COC(=O)c1ccccc1NC(=O)COC(=O)CSCC(=O)N1CCOCC1 | / | 1.4 | 1.9
O=C1NCCCc2c1oc1cc(Br)c(O)c(Br)c21 | -191 | -0.87 | -1.8
CCN(CC(=O)Nc1cc(C)nn1-c1nc(C)cc(C)n1)Cc1ccccc1 | -12 | -0.96 | -0.39
O=C(NCc1nc(-c2ccccc2)no1)c1cccs1 | 10 | 0.09 | -0.32
COc1cc(OC)c(C2N(c3ccccn3)C(=O)C3CCCN32)cc1OC (stereo not given) | / | 0.89 | 1.2
CC1CCc2nn(CC(=O)N3CCc4ccccc43)cc2C1 (stereo not given) | / | 0.07 | -0.23
Cc1ccc(C(=O)CSc2nnc(-c3ccccc3)o2)cc1 | -113 | 0.44 | 0.87
CN1CCc2c(sc3c2c(=O)n(-c2ccccc2)c2nnc(SCc4ccc(Cl)cc4)n32)C1 | 24 | 0.47 | 0.69
CCOC(=O)C1=C(c2ccccc2)O/C(=C(/C#N)C(F)(F)F)S1 | -14 | -1.4 | 0.02
COc1ccc(N(CC(=O)N2CCc3ccccc3C2)S(C)(=O)=O)cc1 | -32 | 0.18 | -0.61
Cc1cccc(C)c1OCc1nnc(SCC(=O)NCCc2ccccc2)o1 | -11 | -0.8 | -1.6
COc1cccc(CNc2ccc([N+](=O)[O-])c(NCC(=O)O)n2)c1 | 0 | / | /
Cc1noc(C)c1S(=O)(=O)N1CCCC(C(=O)NCCc2ccc(Cl)cc2)C1 (stereo not given) | 8 | -1.3 | -1.5
CCOC(=O)c1c(C)oc2ccc(OCC(N)=O)cc12 | 6 | -0.19 | 0.15
Cc1cc(/C=N/NC(=O)c2cccc(N(C)C)c2)c(C)n1-c1cc(C(=O)O)cc(C(=O)O)c1 | 9 | / | /
Cc1cc2c(cc1C)CSC(c1ccccc1O)SC2 | 25 | -2 | -1.2
CCCCc1ccc(NC(=O)c2cnccn2)cc1 | -21 | / | /
O=C(OCCN1C(=O)c2ccccc2C1=O)c1ccccc1 | -54 | / | /
COc1cccc(Nc2nc3ccccc3nc2NS(=O)(=O)c2cccs2)c1 | 12 | -0.14 | 0.19
Cn1nc(C(F)(F)F)c(C(=O)Nc2ccc(F)cc2)c1Cl | -23 | / | /
CC(=O)c1ccc(OCCn2cnc3ccccc32)cc1 | 18 | 2.3 | 3.3
CCc1ccccc1NC(=O)CSC1=C(C#N)C(c2ccc(O)c(OC)c2)C2=C(CCCC2=O)N1 (stereo not given) | / | 1.1 | -0.18
COc1ccc2[nH]c3c(c2c1)CN(C)CC3 | / | 0.84 | 0.86
CN(C)S(=O)(=O)c1ccccc1C#N | 40 | 0.59 | 0.49
Fc1cccc(Oc2nc3ccccc3n3cccc23)c1 | 23 | -1.4 | -0.37

Full records, quoted from the list:
O=C(CN1CCN(c2ccc([N+](=O)[O-])cc2)CC1)Nc1ccccn1 is listed with INS promoter inh = 38; sdo1 growth = -0.22; sdo1 growth Rescue 24 h = -1.2
CCc1ccccc1NC(=O)CSC1=C(C#N)C(c2ccc(O)c(OC)c2)C2=C(CCCC2=O)N1 (stereo not given) is listed with INS promoter inh = /; sdo1 growth = 1.1; sdo1 growth Rescue 24 h = -0.18

The list goes on.
SMILES | INS promoter inh | sdo1 growth | sdo1 growth Rescue 24 h
Cc1c(Cl)cccc1NC(=S)N1CCN(c2ncccn2)CC1 | -50 | 0.81 | 0.85
O=C(CCc1ccccc1)Nc1ncc2c(n1)CCCC2=O | / | 0.48 | -0.21
Clc1ccc(N2CCCCCC2)nn1 | 36 | 0.69 | -0.25
O=C(O)Cn1c(-c2ccccc2)nc2ccccc21 | 7 | 1.4 | 1.4
CCC(C)(C)NC(=O)CN(C(=O)CCC(=O)Nc1ccccn1)c1ccc(F)c(Cl)c1 | 0 | 0.96 | 0.65
O=C(Nc1ccc(Oc2ccc3ccccc3c2)cc1)c1ccco1 | / | -1.6 | -1.2
COc1cc(NC(=S)N2CCc3ccccc3C2)cc(OC)c1 | 14 | / | /
CSc1ccccc1NC(=O)COc1ccccc1Cl | -21 | -1.3 | -1.2

The list is partial (hit frequency here may not be typical).
